POLI inh = DNA polymerase iota (human) inhibition; Q9UNA4; Pol iota fluorescent replication assay, 10 min; Potency, µM (highest dose often 115 µM), for inactives: at the highest dose activity, negative = inhibition, actives largely listed as inhibitors; 390,000 tested, 1% active; AID 588590
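Pol iota at 10 nM preincubated 15 min with compounds at room temperature; reaction started with fluorescent substrate, 50 nM final. Fluorescence read kinetically at 0 and 10 min; buffer-only wells as negative control.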
BAZ2B inh = inhibitors of human BAZ2B bromodomain; AlphaScreen BAZ2B-H3K14Ac peptide displacement; Q9UIF8; Potency, µM (top dose mostly 114 µM), without a hit: at the highest dose activity change, negative = inhibition, hits mostly inhibitors; 360,000 tested, 4.4% active; AID 504333; note: % is set by controls: 0 for no effect and ±100 for the full control effect; nearly all actives have a fitted effect of over 60% in size
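BAZ2B (50 nM) with biotin-H3(5-23)K14Ac peptide (50 nM) in PBS pH 7.4, 0.01% Tween-20, preformed 30 min, then compound 30 min at room temperature; top concentration 110uM. AlphaScreen streptavidin donor/nickel chelate acceptor beads (10 ug/mL final), 20 min dark, signal read.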
POLB inh = blocks human DNA polymerase beta activity. P06746. Pol beta primer extension/strand displacement, fluorescence kinetic. Potency, µM (highest dose often 114 µM), for the others: at the top dose activity change, negative = inhibition, most hits filed as inhibitors. 340,000 tested, 1.3% active; note: % is set by controls: 0 for no effect and ±100 for the full control effect
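10 nM enzyme + cpd, 15 min RT; start with substrate 50 nM final; read 0 min and after 10 min RT. Corrected, normalized data; 4-parameter Hill curve fit.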
G9a block = G9a (human) methyltransferase inhibition; G9a H3K9 monomethylation, AlphaScreen, 2 h; 350,000 tested, 8.8% active; Potency, µM (top dose mostly 102 µM), inactives show at the highest dose activity, negative = inhibition, most hits filed as inhibitors; Q96KQ7; AID 504332; note: % is set by controls: 0 for no effect and ±100 for the full control effect; nearly all actives have a fitted effect of over 75% in size
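AlphaScreen read-out: biotin-H3K9 peptide (500 nM) methylation by 20 nM enzyme with 20 uM SAM, 2 h at room temperature after 15 min compound preincubation; anti-monomethyl H3K9 antibody plus donor/acceptor beads, 10 min dark.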
JMJD2A Tudor = inhibitors of human JMJD2A Tudor domain; 390,000 tested, 4.4% active; O75164; AlphaScreen JMJD2A-Tudor / H3K4me3 peptide binding; AID 504339; Potency, µM (top dose mostly 114 µM), for inactives: at the top dose activity change, negative = inhibition, hits mostly inhibitors; note: % is set by controls: 0 for no effect and ±100 for the full control effect; nearly all actives have a fitted effect of over 50% in size
Pol eta inh = blocks human DNA polymerase eta activity. Q9Y253. recombinant Pol eta, fluorescent DNA replication assay. Potency, µM (titrated, usually from 114 µM), without a hit: top-dose activity change, negative = inhibition, usual class: inhibitors. 390,000 tested, 1.2% active. AID 588591; note: % is set by controls: 0 for no effect and ±100 for the full control effect
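Pol eta (10 nM) was preincubated with compounds for 15 min at room temperature, after which fluorescent replication substrate (50 nM final) was added to start the reaction. Fluorescence was read kinetically at 0 and 10 min.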
POLK inh = blocks human DNA polymerase kappa activity; Q9UBT6; purified Pol kappa, fluorescent DNA synthesis assay, 10 min; Potency, µM (series often up to 107 µM), inactives show at the highest dose activity, negative = inhibition, usual class: inhibitors; 400,000 tested, 0.53% active; AID 588579; note: % is set by controls: 0 for no effect and ±100 for the full control effect
Target sequence (Q9UBT6 whole entry, looked up): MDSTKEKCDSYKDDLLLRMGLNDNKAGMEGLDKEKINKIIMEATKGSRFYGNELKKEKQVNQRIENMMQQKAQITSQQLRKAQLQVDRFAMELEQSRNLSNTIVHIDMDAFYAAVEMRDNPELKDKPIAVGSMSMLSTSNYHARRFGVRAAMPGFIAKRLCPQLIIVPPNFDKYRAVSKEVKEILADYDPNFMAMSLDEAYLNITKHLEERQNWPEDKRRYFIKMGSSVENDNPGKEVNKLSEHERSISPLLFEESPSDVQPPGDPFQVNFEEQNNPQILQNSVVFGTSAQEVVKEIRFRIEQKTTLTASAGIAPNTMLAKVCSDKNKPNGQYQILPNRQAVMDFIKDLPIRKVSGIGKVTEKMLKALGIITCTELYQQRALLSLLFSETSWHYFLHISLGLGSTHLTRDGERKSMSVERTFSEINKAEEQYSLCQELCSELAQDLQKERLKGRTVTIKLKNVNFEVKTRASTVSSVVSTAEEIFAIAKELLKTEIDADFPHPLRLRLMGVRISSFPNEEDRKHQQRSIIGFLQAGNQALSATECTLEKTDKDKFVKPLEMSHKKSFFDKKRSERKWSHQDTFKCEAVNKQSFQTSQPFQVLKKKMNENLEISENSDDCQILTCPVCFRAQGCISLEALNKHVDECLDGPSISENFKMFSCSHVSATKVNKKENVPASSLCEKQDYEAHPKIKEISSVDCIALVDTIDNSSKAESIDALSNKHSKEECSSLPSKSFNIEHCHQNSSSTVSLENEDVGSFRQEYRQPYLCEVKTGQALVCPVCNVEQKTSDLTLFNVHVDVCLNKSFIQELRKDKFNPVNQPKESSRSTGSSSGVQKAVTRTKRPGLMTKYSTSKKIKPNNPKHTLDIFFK
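Here, compound and 10 nM enzyme are combined for 15 min at room temperature; adding 50 nM substrate (final) starts DNA synthesis, tracked by fluorescence at 0 and 10 min against buffer-only wells.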
APE1 inh = blocks human APE1 abasic DNA cleavage; AID 2517; recombinant APE1, TAMRA/BHQ-2 abasic DNA cleavage fluorescence; P27695; Potency, µM (doses to about 65.8 µM), without a hit: at the top dose activity change, negative = inhibition, most hits filed as inhibitors; 350,000 tested, 0.35% active;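 note: plate controls were vehicle for no effect and reference inhibitor for full effect; nearly all actives have a fitted effect of over 55% in size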
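Activity was derived from the fluorescence gain between first and third kinetic reads (60 s intervals, ex 525/em 598 nm) after 50 nM THF-abasic TAMRA/BHQ-2 duplex was added to 0.75 nM APE1 preincubated 15 min with compound.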
BLM inh = Bloom syndrome helicase (human) inhibition; recombinant BLM DNA unwinding, fluorescence dequenching; P54132; AID 2528; Potency, µM (titrated, usually from 56.1 µM), for inactives: at the highest dose activity change, negative = inhibition, actives largely listed as inhibitors; 350,000 tested, 0.2% active;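 note: plate controls were vehicle for no effect and no enzyme for full effect; nearly all actives have a fitted effect of over 35% in size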
* marks the source's active call; other numbers are inactive results; ? = inconclusive; · = not tested or not shown; [ ] = remark or other dose. Calls come from the whole dose curve; as a rule, active = well fitted curve in the direction sought with a large enough effect; inconclusive = small, poorly fitted or top-dose-only effect, or another doubt; inactive = no such curve, though single readings can be large; an effect the other way counts as inactive or inconclusive. Potency is the fitted concentration of half-maximal effect. Some of the compounds tested; rates above refer to the full screens.

The first 4 records (preview)
SMILES | POLI inh | BAZ2B inh | POLB inh | G9a block | JMJD2A Tudor | Pol eta inh | POLK inh | APE1 inh | BLM inh
CCOC(=O)c1ccc(NC(=O)CN2C(=O)NC3(CCC(C)CC3)C2=O)cc1 (stereo not given) | 115%[activator] | -15% | 13% | 3% | -17%[57.1 µM] | -19% | -4% | -5% | -2%
CC(C)OCCCn1c(=S)[nH]c2ccc(N3CCOCC3)cc2c1=O | 23% | -29% | 6% | -48%[12.7 µM] | -6% | -27% | 4% | 25% | 1%
O=C(CSc1ccccn1)N1CCN(c2ncc(C(F)(F)F)cc2Cl)CC1 | -12%[58.9 µM] | 2% | 1% | 0% | 0% | -11% | -6% | -1% | -3%
Cc1ccc(NC2CCCN(C(=O)C3CCCCC3)C2)cc1C (stereo not given) | -8% | 79µM* | 6% | · | -35% | ? | -14% | 9% | -15%

The listing, previewed entries included:
SMILES | POLI inh | BAZ2B inh | POLB inh | G9a block | JMJD2A Tudor | Pol eta inh | POLK inh | APE1 inh | BLM inh
CCOC(=O)c1ccc(NC(=O)CN2C(=O)NC3(CCC(C)CC3)C2=O)cc1 (stereo not given) | 115%[activator] | -15% | 13% | 3% | -17%[57.1 µM] | -19% | -4% | -5% | -2%
CC(C)OCCCn1c(=S)[nH]c2ccc(N3CCOCC3)cc2c1=O | 23% | -29% | 6% | -48%[12.7 µM] | -6% | -27% | 4% | 25% | 1%
O=C(CSc1ccccn1)N1CCN(c2ncc(C(F)(F)F)cc2Cl)CC1 | -12%[58.9 µM] | 2% | 1% | 0% | 0% | -11% | -6% | -1% | -3%
Cc1ccc(NC2CCCN(C(=O)C3CCCCC3)C2)cc1C (stereo not given) | -8% | 79µM* | 6% | · | -35% | ? | -14% | 9% | -15%
O=C(CN1C(=O)/C(=C/c2ccccc2Cl)SC1=S)NC1CCS(=O)(=O)C1 (stereo not given) | -12% | -20% | -17% | 0% | 8% | -2% | 2% | 42% | -3%
Cc1cccc(N(C(=O)c2snc(C(N)=O)c2N)C(C(=O)NCC2CCCO2)c2ccc(N(C)C)cc2)c1C (stereo not given) | ? | 28µM* | -1% | 50µM* | -27% | -17% | 9% | 25% | 0%
CC(=O)Oc1cccc(C(=O)Nc2ccc3c(c2)C(=O)N(CC2CCCO2)C3=O)c1 (stereo not given) | 3% | 2% | ? | · | -15% | -8% | -20% | -9% | -1%
Cc1ccc(Cn2c(=O)c3ccccc3n3c(-c4ccccc4)nnc23)cc1 | 25% | 0% | -28% | -47%[59 µM] | 4% | -24% | -26% | · | -5%
CCCCC[C@@H](/C=C/C1C(=O)C=C[C@H]1C/C=C\CCCC(=O)O)OC(C)=O (stereo not given in full) | ? | · | · | · | -23% | 45µM* | -19% | · | ·
COc1cccc(-c2nnc3n(Cc4ccccc4Cl)c(=O)c4ccccc4n23)c1O | -94% | 1% | 14% | -9%[59 µM] | -17% | -17% | -26% | · | -3%
O=C(CSc1nnc(-c2ccccc2)o1)Nc1ccccc1F | -26% | 14% | 23% | 6%[59 µM] | ? | -18% | -3% | -5% | -7%
O=C(Cc1ccc(F)cc1)N1CCC(CC2CC(c3ccc(Cl)cc3)=NO2)(C(=O)NCC2CCCCC2)CC1 (stereo not given) | 11% | -12%[57.1 µM] | 0% | -25% | -14% | -10% | -8% | 16% | -6%
COc1cc(C2C(C(=O)c3sc(C)nc3C)=C(O)C(=O)N2CCN(C)C)cc(OC)c1OC (stereo not given) | -5% | -2% | 7% | -23% | -22% | 4% | -10% | 5% | -1%
CC(C)c1ccc(C2C3=C(COC3=O)Nc3cc4c(cc32)OCO4)cc1 (stereo not given) | 181%[activator] | 0% | 43% | · | -16% | -13% | -12% | 12% | -3%
CCn1cc(C(=O)NCc2ccc3c(c2)OCO3)c(=O)c2cc(S(=O)(=O)N(C)C)ccc21 | 7% | -12% | 8% | -42% | -23% | -4% | -5% | -20% | 1%
COc1ccc(CCNC(=O)C2CCN(S(=O)(=O)N3CCCCCC3)CC2)cc1OC | 4% | -2% | 2% | 16%[12.7 µM] | 1% | -16% | -6% | -1% | 2%
CCOC(=O)C(C)Oc1ccc(NC(=O)C(Cl)(Cl)Cl)cc1 (stereo not given) | -17%[58.9 µM] | 2% | -30% | 17% | 11% | -15% | -12% | -2% | -1%
O=C(NCC(c1ccco1)N1CCCC1)c1cc(S(=O)(=O)N2CCCCC2)ccc1Cl (stereo not given) | 5% | · | · | · | -12% | -6% | 0% | 13% | ·
CCOc1ccc(-c2nn(-c3ccccc3)cc2C2NC(=O)NC(C)=C2C(=O)OC(C)C)cc1 (stereo not given) | -4% | -4% | -1% | ? | -29% | -20% | 1% | · | -16%
CCOC(=O)c1c(C)nc2c(c1-c1ccccc1)C(=O)c1ccccc1-2 | -1% | ? | -2% | -38% | -32% | -15% | 0% | -7% | -11%
CCOC(=O)C1CCN(C(=O)COC(=O)c2cccc(NS(=O)(=O)c3ccccc3)c2)CC1 | 54%[activator] | · | · | · | -15% | -19% | -2% | · | ·
CC(C)(OC1OC(CO)C(O)C(O)C1O)[C@H]1Oc2ccc3ccc(=O)oc3c2[C@H]1O (stereo not given in full) | 9% | 4% | 0% | -5% | -20% | -15% | -11% | 2% | 0%
O=C(CCc1ccc(S(=O)(=O)N2CCOCC2)cc1)Nc1ccc2c(c1)OCCO2 | -4% | -5% | 25% | 10% | -18% | -11% | -9% | 3% | 0%
CCOC(=O)C1CCN(C(=O)c2ccccc2NS(=O)(=O)c2ccc(F)c(F)c2)CC1 | -3% | 1% | 8% | ? | -15% | ? | -12% | 2% | 5%
CCCC(=O)Nc1cc(=O)[nH]c2ncnn12 | -8% | 0% | 17% | -8% | -11% | -15% | 2% | 1% | -1%
CCN1CCC(N(Cc2ccc(F)cc2)C(=O)Nc2cccc(C(F)(F)F)c2)CC1 | 10% | 0% | -19% | -3%[59 µM] | -3% | -14% | -1% | · | -4%
CC(=O)OC1CC2(C)/C(=N\O)CCC2C2CCc3cc(O)ccc3C12 (stereo not given) | 6% | 0% | 21% | 10% | -4% | -7% | -20% | 18% | -1%
O=S1(=O)C2CC3OC2(CC3c2ccc(F)cc2)CN1Cc1ccc(Cl)cc1 (stereo not given) | 2% | · | · | · | 8% | · | 3% | -7% | -14%
C=CCCC(=O)N1C[C@H]2CON(C)[C@H]2C[C@H]1c1cccc(Br)c1 | 26% | · | · | · | -6% | -15% | 4% | · | ·
CCN(CC)CCCNC(=O)c1cc(Sc2nnc(C)s2)nc2ccccc12 | -7% | 10% | 22% | -7%[59 µM] | -10% | -5% | -7% | 12% | 115%[activator]
CCN(CC)CCCN(C(=O)c1cccs1)c1nc(-c2ccc(OC)cc2)cs1 | -8% | -14% | -1% | ? | ? | -18% | -2% | -2% | -5%
COc1ccc(NC(=O)CSCC(=O)N=c2sccn2C)cc1 | -12% | -13% | -4% | -6% | 8% | -12% | 7% | 11% | -2%
CCO[C@@H]1c2c(ccc3ccc(=O)oc23)OC(C)(C)[C@@H]1O | 9% | 13% | · | 4%[2.33 µM] | -25% | -17% | -10% | -3% | ·
Cc1ccc(NC(=S)NCc2cccs2)cc1 | 5% | 9% | 3% | 0%[59 µM] | -5% | -13% | -4% | 14% | -6%
COC(=O)c1cccc(NC(=S)N2CCCCC2)c1 | 106%[activator] | -9% | 4% | -7% | -13% | -16% | 1% | 11% | 8%
Cc1occc1-c1nnc(SCC(N)=O)n1Cc1ccccc1 | 5% | 5% | 2% | -30%[12.7 µM] | -8% | 0% | -7% | 7% | 0%
CCCCCCNC(=O)CCc1nc2cccnc2n1Cc1ccc(OC)cc1 | ? | 2% | 10% | 9% | -2% | -4% | ? | 26% | -6%
Cc1ccc2nc(C)c(C(=O)N/N=C/c3ccccc3[N+](=O)[O-])cc2c1 | 23% | 0% | 27% | -1%[59 µM] | -10% | -15% | -6% | 6% | -10%
COc1cc(/C=N/n2cnnc2)ccc1OCCSc1ccc(C)cc1 | ? | -6%[57.1 µM] | ? | -27% | -12% | -7% | -8% | -10% | -2%
CN1C(=O)c2ccccc2NC(=O)[C@]12O[C@@H]2c1cccc(O)c1 | ? | ? | 45µM* | ? | -25% | 11µM* | 40µM* | ? | -2%
COc1ccc(-c2sc(NC(=O)c3ccc(C)cc3)nc2-c2ccc([N+](=O)[O-])cc2)cc1 | -6% | -5% | 30% | 30%[0.501 µM] | 11% | -19% | 0% | 0% | -4%
O=c1c(-c2cccs2)nc2cnc(N3CCNCC3)nc2n1Cc1cccs1 | · | · | · | 12%[0.501 µM] | · | · | 32µM* | ? | ?
CCOc1ccc(C(CC(=O)O)NC(=O)COc2ccccc2)cc1OC (stereo not given) | 43%[activator] | · | -2% | -36% | -5% | 9% | -10% | 0% | 2%
Cc1ccccc1C(=O)N1CCC(C(=O)N(C)CCOc2ccccc2)CC1 | 27% | 2% | 85% | 26% | -2% | 1% | 4% | 23% | 1%
CCOc1ccc(NC(=O)CN2CCN(CC(=O)c3ccc(OC)c(OC)c3)CC2)cc1 | 6% | 8% | -3% | 2.5µM* | ? | -17% | -9% | 2% | -2%
CC(C)(C)C(=O)Nc1scc(-c2ccc(-c3ccccc3)cc2)c1C(=O)O | -29% | 15% | 1% | -10% | -22% | 0% | -4% | 55%[activator] | -3%
O=c1cc(-c2ccc(O)c(O)c2)oc2cc(O)c(C3OC(CO)C(O)C(O)C3O)c(O)c12 (stereo not given) | 10µM* | ? | 4.5µM* | -3%[12.7 µM] | 25µM* | 3.2µM* | 20µM* | 7.9µM* | -1%
Cc1ccccc1NC(=O)Cc1nnc(SCC(=O)N2CCOCC2)n1C | 22% | -3% | 14% | -8% | 3% | -12% | -5% | 17% | -4%
C[N+]1(C)C[C@@H](O)C[C@@H]1C(=O)[O-] | · | · | · | -18%[21.5 µM] | · | · | -11%[12 µM] | 4%[21 µM] | 6%[21.4 µM]
CCCCN(C(=O)CSc1nnc(-c2ccccc2OC)n1C)c1c(N)n(Cc2ccccc2)c(=O)[nH]c1=O | 14% | 6% | 4% | 1%[59 µM] | -20% | -14% | 13% | -5% | 0%
C=CCNC(=O)c1ccc(CN2CCC(Cc3ccccc3)CC2)cc1 | -7% | -5% | 27% | 6% | -3% | -13% | 14% | 10% | -2%
